Rin1 Abl inh – inhibitors of Rin1-Abl protein binding, primary screen, biochemical, TR-FRET; Tyrosine-protein kinase ABL1 (Homo sapiens) + Ras and Rab interactor 1 (Homo sapiens), …; inhibition, % at 7.35 µM; 0.4% of 360,000 active; AID 588664, 2011; in the data active = inhibition above about 5%, passing the limit was not always enough
MsrA act – bovine MsrA enzyme activators, primary screen, biochemical, absorbance, HTS. purified bovine MsrA, absorbance read-out. activation, % at 10.6 µM. Methionine sulfoxide reductase A (Bos taurus). 0.3% of 360,000 active; in the data active = activation above about 7.5%;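 also: 0% = vehicle and 100% = reference activator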
MT1-MMP act inh – blockers of MT1-MMP proenzyme processing, primary screen, HT1080 RFP-PRO-GFP cells, GFP/RFP fluorescence. Matrix metalloproteinase-14 (Homo sapiens), P50281. GFP/RFP ratio change, % at 20 µM. GFP/RFP ratio fluorescence, overnight; percent of plate control window, DMSO zero. AID 651647, 2012. 0.061% of 360,000 active;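 active = GFP/RFP ratio change of at least 30% with cell ATP level not reduced by more than half and red fluorescence within 50% of control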; also: strong numbers were not always called active
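Assay system – RFP-PRO-GFP reporter HT1080 cells · Compound dosing – single dose of 20 µM compound, 1% DMSO final · Incubation – overnight compound exposure at 37 °C · Measure – GFP/RFP fluorescence ratio · Benchmarks – DMSO wells and RFP-L50D-GFP cells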
NRP1-CendR mod – modulators of CendR peptide binding to NRP-1, primary screen, biochemical, fluorescence polarization, uHTS | 0.85% of 360,000 active | AID 602438, 2012 | FAM-RPARPAR peptide binding to NRP-1 | inhibition, % at 25 µM;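 active = inhibition or corrected inhibition above about 18%, plus a signal ratio from 0.5 to 1.5, limit read from the data, passing the limit was not always enough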; also: strong numbers were not always called active
E coli Lon inh – inhibitors of E. coli Lon protease, primary screen, biochemical, fluorescence polarization; inhibition, % at 7.94 µM; AID 602123, 2011; 0.42% of 360,000 active; purified E. coli Lon protease; P0A9M0; in the data active = inhibition above about 13%, passing the limit was not always enough;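 also: 0% = enzyme with probe and DMSO and 100% = no enzyme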
PABP1 MLLE inh – inhibitors of PABP1 MLLE–PAM2 peptide binding, primary screen, biochemical, fluorescence polarization, FITC-PAM2, GST-MLLE; Polyadenylate-binding protein 1 (Homo sapiens), P11940; inhibition, % at 20 µM; 0.36% of 360,000 active; in the data active = inhibition above about 35%, passing the limit was not always enough;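 also: plate controls were DMSO wells with GST-MLLE for no effect and wells lacking GST-MLLE protein for full effect; some results filed as inactive read as strong as hits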
Neddylation inh – inhibitors of cullin neddylation, primary screen, biochemical, TR-FRET, uHTS, NAE and Ubc12 | calls only at 25 µM | 0.58% of 360,000 active | AID 651699, 2012; in the data active = inhibition above about 36%
FAS TE block – FAS thioesterase domain inhibitors, primary screen, biochemical, fluorescence intensity, uHTS. recombinant FAS-TE, OMFH fluorogenic substrate, fluorescence endpoint. inhibition, % at 15 µM. 0.67% of 360,000 active. AID 602261, 2012;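 active = compounds whose normalised, plate-corrected inhibition of enzyme fluorescence in the single-dose primary screen is 50% or more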;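 also: 0% = DMSO with enzyme and 100% = substrate without enzyme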
Target sequence (P49327 whole entry, looked up, the tested form may be a part): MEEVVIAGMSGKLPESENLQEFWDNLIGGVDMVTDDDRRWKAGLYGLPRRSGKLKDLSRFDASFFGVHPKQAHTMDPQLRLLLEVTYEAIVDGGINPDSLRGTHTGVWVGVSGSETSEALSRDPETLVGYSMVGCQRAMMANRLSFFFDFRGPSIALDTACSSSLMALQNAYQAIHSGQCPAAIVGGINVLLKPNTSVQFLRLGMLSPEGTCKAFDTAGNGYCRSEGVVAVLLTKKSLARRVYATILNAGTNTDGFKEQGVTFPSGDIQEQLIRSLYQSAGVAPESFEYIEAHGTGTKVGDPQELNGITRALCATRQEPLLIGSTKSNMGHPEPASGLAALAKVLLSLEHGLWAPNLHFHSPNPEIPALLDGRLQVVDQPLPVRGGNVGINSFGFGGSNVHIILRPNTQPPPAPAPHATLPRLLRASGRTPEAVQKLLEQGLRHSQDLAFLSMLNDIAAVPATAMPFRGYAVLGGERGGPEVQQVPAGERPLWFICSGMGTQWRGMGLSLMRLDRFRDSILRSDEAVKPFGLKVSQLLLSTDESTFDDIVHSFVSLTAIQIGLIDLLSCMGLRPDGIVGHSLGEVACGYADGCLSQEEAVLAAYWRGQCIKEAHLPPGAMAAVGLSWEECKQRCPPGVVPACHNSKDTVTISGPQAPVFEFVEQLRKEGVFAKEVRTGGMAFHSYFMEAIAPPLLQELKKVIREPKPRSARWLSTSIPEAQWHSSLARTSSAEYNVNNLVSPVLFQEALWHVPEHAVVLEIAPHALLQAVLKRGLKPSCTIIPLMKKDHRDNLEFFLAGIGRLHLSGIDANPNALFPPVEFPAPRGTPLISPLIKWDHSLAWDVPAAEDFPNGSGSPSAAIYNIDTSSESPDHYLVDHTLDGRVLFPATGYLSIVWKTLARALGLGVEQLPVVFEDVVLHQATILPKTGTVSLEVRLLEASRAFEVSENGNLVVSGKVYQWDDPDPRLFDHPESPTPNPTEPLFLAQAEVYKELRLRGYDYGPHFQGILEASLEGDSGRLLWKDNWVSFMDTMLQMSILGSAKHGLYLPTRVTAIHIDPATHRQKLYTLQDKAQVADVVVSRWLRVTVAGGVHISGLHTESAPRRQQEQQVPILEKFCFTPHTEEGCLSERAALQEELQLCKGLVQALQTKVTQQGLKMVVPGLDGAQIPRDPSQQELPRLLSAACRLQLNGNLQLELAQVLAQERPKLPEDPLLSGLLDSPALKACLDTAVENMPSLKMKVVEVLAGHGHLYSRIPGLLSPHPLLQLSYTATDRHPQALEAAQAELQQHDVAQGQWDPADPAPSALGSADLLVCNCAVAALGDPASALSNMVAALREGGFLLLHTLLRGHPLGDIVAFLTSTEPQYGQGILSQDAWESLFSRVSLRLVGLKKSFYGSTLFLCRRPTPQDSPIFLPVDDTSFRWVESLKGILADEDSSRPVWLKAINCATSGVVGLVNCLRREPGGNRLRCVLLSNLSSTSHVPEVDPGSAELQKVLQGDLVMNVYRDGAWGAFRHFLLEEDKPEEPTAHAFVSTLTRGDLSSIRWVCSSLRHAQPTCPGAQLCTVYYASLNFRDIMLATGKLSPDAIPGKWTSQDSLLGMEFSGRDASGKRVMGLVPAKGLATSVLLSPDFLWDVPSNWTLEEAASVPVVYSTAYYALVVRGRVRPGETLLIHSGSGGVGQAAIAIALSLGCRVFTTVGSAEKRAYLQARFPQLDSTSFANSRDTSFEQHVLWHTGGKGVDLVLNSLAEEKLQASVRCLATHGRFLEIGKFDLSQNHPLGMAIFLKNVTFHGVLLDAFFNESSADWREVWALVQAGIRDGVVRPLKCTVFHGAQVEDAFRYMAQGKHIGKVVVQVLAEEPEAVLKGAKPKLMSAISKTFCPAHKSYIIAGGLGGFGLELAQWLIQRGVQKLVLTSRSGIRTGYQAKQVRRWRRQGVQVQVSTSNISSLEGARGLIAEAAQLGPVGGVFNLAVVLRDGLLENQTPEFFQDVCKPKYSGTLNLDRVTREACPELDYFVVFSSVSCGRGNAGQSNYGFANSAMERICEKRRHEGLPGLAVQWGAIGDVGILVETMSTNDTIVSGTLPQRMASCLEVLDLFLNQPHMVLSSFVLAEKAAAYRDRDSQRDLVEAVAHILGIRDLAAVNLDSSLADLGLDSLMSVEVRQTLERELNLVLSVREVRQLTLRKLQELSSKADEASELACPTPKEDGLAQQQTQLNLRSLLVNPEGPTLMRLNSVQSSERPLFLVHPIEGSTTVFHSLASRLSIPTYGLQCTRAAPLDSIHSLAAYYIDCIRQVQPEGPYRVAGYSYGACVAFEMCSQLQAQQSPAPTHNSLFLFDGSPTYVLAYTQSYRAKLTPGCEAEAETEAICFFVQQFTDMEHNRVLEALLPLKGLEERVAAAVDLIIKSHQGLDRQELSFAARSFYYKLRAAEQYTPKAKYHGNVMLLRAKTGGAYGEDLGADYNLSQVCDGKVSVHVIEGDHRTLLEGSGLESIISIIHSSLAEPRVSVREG
SKN-1 block – suppressors of acrylamide-induced Pgst-4::GFP reporter in worms, primary screen, SKN-1 inhibitor project, whole organism, uHTS, GFP/RFP fluorescence ratio, strain VP596; C. elegans VP596 Pgst-4::GFP/RFP ratio, 24 h; inhibition, % at 21.8 µM; 0.49% of 360,000 active;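 active = interference check ratio from 0.5 to 1.5 plus GFP to RFP signal ratio inhibition reaching or exceeding a fixed threshold, cut at about 30% in these data, passing the limit was not always enough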; also: some compounds called inactive have numbers as strong as hits
Starred values were filed as active, the others as inactive; i = inactive; . = not tested or not shown.

Values run as follows: SKN-1 block	Rin1 Abl inh	MT1-MMP act inh	MsrA act	FAS TE block	PABP1 MLLE inh	Neddylation inh	E coli Lon inh	NRP1-CendR mod
Cc1sc2nc(SCC(=O)Nc3ccc(S(=O)(=O)NCCCC(=O)O)cc3)[nH]c(=O)c2c1C
→ 3	6	-4	-3	-1	-6	i	-5	-26
Cc1ccc(NC(=O)CCN2C(=O)c3ccccc3S2(=O)=O)cc1C
→ 5	-2	2	-2	2	7	i	-9	-10
CC(C)C1C(=O)N(Cc2cn(CCC3OCCCO3)nn2)CCS(=O)(=O)N1Cc1ccc(-c2cccc(N(C)C)c2)cc1 (centres undefined)
→ -5	1	2	-1	12	11	i	-5	7
Cc1ccc(-c2nc(CSCC(=O)NCC3CCCO3)c(C)o2)cc1 (centres undefined)
→ 5	6	0	-2	-3	-8	i	-12	5
Cc1ccc(C2OC(=O)C=C2c2ccccc2)cc1 (centres undefined)
→ 4	-3	0	-3	12	2	i	1	-4
COC(=O)c1ccc(CSC2=NC[C@@H]3[C@@H]4C(=O)N(Cc5ccccc5)C(=O)[C@@H]4[C@](C)(C(=O)OC)N23)cc1
→ -3	-1	1	-6	6	11	i	-1	1
CN(C)S(=O)(=O)n1cc(/C=C(\NC(=O)c2ccccc2)C(=O)NCCN2CCOCC2)c2ccccc21
→ 12	0	-2	-5	17	1	i	-5	-2
Cc1ccc(CN(C(=O)c2ccc([N+](=O)[O-])cc2)C2CCS(=O)(=O)C2)o1 (centres undefined)
→ 17	1	1	-1	2	0	i	-4	0
CCCCc1nnc(NC(=O)CSc2nc(C)cc(=O)[nH]2)s1
→ -39	-3	-5	-4	-6	20	i	-10	6
COc1ccccc1NC(=S)N(CCc1nc2cc(C)c(C)cc2[nH]1)Cc1cccnc1
→ 15	-2	-1	-2	-4	-54	i	-13	5
Cc1ccc(NC(=O)Nc2cc(C(F)(F)F)c[nH]c2=O)cc1
→ 8	3	5	-5	10	-11	i	0	-3
O=C(CCS(=O)(=O)c1ccc2c(c1)NC(=O)CS2)NCc1ccccc1Cl
→ 1	0	-2	-1	-2	-9	i	-7	2
Nc1cc(-c2ccc(Br)cc2)nc2cc(-c3ccccc3)nn12
→ 19	-2	2	-2	16	-7	i	6	8
O=C(O)c1ccccc1C(=O)OCc1ccccc1
→ -11	1	0	5	-8	-10	i	-5	-4
COc1ccc(C(=O)N/C(=C\c2cn(S(=O)(=O)N(C)C)c3ccccc23)C(=O)NCCN2CCOCC2)cc1
→ -1	0	1	18*	42	-7	i	-5	4
O=C(NC(c1ccc(F)cc1)c1ccc2ccccc2n1)C1CCN(Cc2ccc3ccccc3n2)CC1 (centres undefined)
→ -3	-2	-2	-5	3	-12	i	-19	-5
CCOc1ccc(-n2nnnc2SCC(=O)N2CCOCC2)cc1
→ -2	5	-1	-3	-5	-2	i	0	16
OC(CNCCNc1ncccc1C(F)(F)F)Cn1ccc2ccccc21 (centres undefined)
→ 2	1	-3	-1	-2	7	i	5	-6
Cn1cnc(S(=O)(=O)NC2CCN(Cc3c(F)cccc3Cl)CC2)c1
→ -3	-1	2	0	-3	0	i	-7	4
O=C(CCc1ccc(O)cc1)NN=Cc1cc(Br)ccc1O
→ 0	0	12	3	40	-1	i	20	3
CC1(c2nc3ccccc3[nH]2)CCC2=Nc3ccccc3CN21 (centres undefined)
→ 11	.	0	-3	-15	.	i	1	2
O=C(COc1ccccc1)OCc1cc(-c2ccco2)on1
→ -14	6	5	-11	5	2	i	-14	-6
Cn1c(C(=O)OC(C(=O)NCc2ccco2)c2ccncc2)cc2sccc21 (centres undefined)
→ 6	-1	-5	6	5	9	i	2	2
Cc1ccc(-n2nnc(-c3nccs3)n2)cc1
→ 29	2	8	0	0	3	i	-6	-2
Oc1ccc(NCc2cccs2)cc1
→ 5	-1	11	1	-4	4	i	14	6
CC(C)c1ccc(NC2CCCN(C(=O)CCn3cnnn3)C2)cc1 (centres undefined)
→ 16	7	-2	-5	-3	-3	i	-10	2
CC(=O)N1N=C(c2cccc([N+](=O)[O-])c2)OC1(C)c1cccs1 (centres undefined)
→ -6	1	-4	-4	11	-1	i	-8	5
O=S(=O)(/N=C(/c1ccc(Cl)cc1)N1CCOCC1)c1ccc(Cl)cc1
→ -11	-3	0	-4	-5	-2	i	0	-9
Cc1ccc(-c2nnc(-c3ccc(NC(=O)c4cccs4)cc3)o2)cc1
→ 7	-1	-16	0	1	-10	.	-9	-1
Cc1cccc2cc3cccc(C)c3nc12
→ 17	-2	2	8.9*	-2	11	i	-15	-2

Profiles, quoted from the list. Order of screens: SKN-1 block, Rin1 Abl inh, MT1-MMP act inh, MsrA act, FAS TE block, PABP1 MLLE inh, Neddylation inh, E coli Lon inh, NRP1-CendR mod
O=S(=O)(/N=C(/c1ccc(Cl)cc1)N1CCOCC1)c1ccc(Cl)cc1 is listed with -11, -3, 0, -4, -5, -2, i, 0, -9
CC1(c2nc3ccccc3[nH]2)CCC2=Nc3ccccc3CN21 (centres undefined) is listed with 11, ., 0, -3, -15, ., i, 1, 2
Cn1cnc(S(=O)(=O)NC2CCN(Cc3c(F)cccc3Cl)CC2)c1 is listed with -3, -1, 2, 0, -3, 0, i, -7, 4

(next part)
Values run as follows: SKN-1 block	Rin1 Abl inh	MT1-MMP act inh	MsrA act	FAS TE block	PABP1 MLLE inh	Neddylation inh	E coli Lon inh	NRP1-CendR mod
CN1CCN(CC(=O)Nc2nc3c(s2)CCCC3)CC1
→ -3	-2	0	-5	-2	5	i	9	-11
Cc1cc(C(=O)NNC(=S)NC(C)c2ccccc2)c2ccccc2n1 (centres undefined)
→ 9	-1	1	-1	-2	-13	i	-12	4
Cc1ccc(CNC(=O)C(=O)NCC2CCCN2S(=O)(=O)c2cc(C)ccc2C)cc1 (centres undefined)
→ 15	2	1	-3	11	7	i	-2	0
CCOC(=O)c1ccc(S(=O)(=O)N2CCN(C3CC(=O)N(c4ccccc4C(F)(F)F)C3=O)CC2)cc1 (centres undefined)
→ 4	-3	0	-2	19	-4	i	-5	-2
O=C(NC(c1ccc(Cl)cc1)c1ccsc1)C1CCN(Cc2cccc(Cl)c2)CC1 (centres undefined)
→ -11	2	-4	-4	14	5	i	-6	-3
Cc1cc(NC(=O)C2CC=CCC2C(=O)O)ccc1NC(=O)c1ccccc1 (centres undefined)
→ -2	4	-39	-4	-5	-2	i	-17	-15
Cc1ccc(S(=O)(=O)CCC(=O)Nc2ccccc2Br)cc1
→ -21	5	1	-2	0	13	i	-4	-4
CC(C)(C)c1cnnn1-c1ccc(-c2csc(N)n2)cc1
→ 7	-3	5	0	-14	20	i	-8	10
CN(C)CCCNc1nc(-c2ccccc2)c2c(c1C#N)CC(C)(C)OC2
→ -9	-3	-9	-2	-6	-4	.	1	-2
CC1(C)Cc2c(C#N)c(SCCO)nc(N3CCOCC3)c2CO1
→ 6	1	-4	-3	-7	-22	i	-16	3
COc1ccc(C(c2oc(CO)cc(=O)c2O)c2oc(CO)cc(=O)c2O)cc1
→ -1	16*	1	3	-5	16	i	4	-8
c1cncc(CNc2nc(N3CCOCC3)nc(N3CCOCC3)n2)c1
→ 2	4	-4	0	-4	-17	i	-7	4
COc1ccc(-c2cc(C(F)(F)F)nc(SCC(=O)Nc3ccc4c(c3)OCO4)n2)cc1
→ 5	-1	-3	-7	-8	21	i	0	-3
O=C(NC(=S)N1CCN(Cc2ccccc2)CC1)c1ccco1
→ 0	3	0	-1	-7	11	i	-2	13
Cc1noc(C)c1S(=O)(=O)N(CC(=O)NC1CCCC1)c1ccc(C(C)C)cc1
→ 11	2	-1	-1	5	-4	i	-1	12
O=C1c2ccccc2C(=O)N1c1nc2nccc(-c3ccccc3)n2n1
→ -12	5	-1	-8	-5	-2	i	-15	-12
COc1ccc(NC(=O)c2cncc(Br)c2)cc1S(N)(=O)=O
→ -2	2	2	-4	-3	7	i	2	15
CCOC(=O)c1c(C)oc2c1cc(O)c1ccccc12
→ -5	-1	3	-9	-3	18	i	4	13
CCN(CC(=O)Nc1ccc(NC(C)=O)cc1)C(=O)c1ccc(S(=O)(=O)N2CCCC2)cc1
→ -11	4	-2	-10	-6	-10	i	4	7
O=C(OC(C(=O)NCc1ccc2c(c1)OCO2)c1ccc(Cl)cc1)c1ccco1 (centres undefined)
→ 7	3	-5	0	25	5	i	-4	15
Cc1ccc(S(=O)(=O)N2CCCC(C(=O)NC3CC3)C2)cc1 (centres undefined)
→ 3	-1	2	-2	-6	-13	i	-7	-3
COc1ccc(NC(=O)COc2ccc3c(c2)OCO3)cc1
→ -4	1	2	-5	1	7	i	1	-1
COc1ccccc1-c1c(C)nn2c(N)c(-c3ccc(Cl)cc3)cnc12
→ 7	-3	-1	0	-2	-7	.	-1	7
Cc1ccc(S(=O)(=O)N2CCCCC2)cc1NC(=O)c1ccco1
→ 26	-3	2	-2	-7	-5	i	-8	-6
Cc1cc(Br)cn2c(Cc3ccccc3C(F)(F)F)c(-c3cccc(Br)c3)nc12
→ 8	.	5	-14	14	.	i	-4	-1
CCN(CC)C(=O)CSc1nc2ncc(Br)cc2[nH]1
→ 14	3	0	-3	-6	-84	i	-11	-8
COc1ccc(-c2nnc(N3CCOCC3)c3ccccc23)cc1
→ 9	1	-1	-2	-5	-5	i	-3	7
CCOc1ccccc1N1CC(C(=O)N2CCOCC2)CC1=O (centres undefined)
→ 2	1	2	0	-6	13	i	-9	2
CS(=O)(=O)N1CCN(c2ccc([N+](=O)[O-])c(NCc3ccccc3)c2)CC1
→ 2	-6	1	-2	16	5	i	6	-1
Cc1ccccc1CN(c1ccc(C(=O)N2CCc3ccccc3C2)cc1)S(C)(=O)=O
→ 3	0	-5	0	10	-7	i	-4	0
Cc1ccc(S(=O)(=O)N2CCOC23CCN(C(=O)C(=O)NCc2ccccc2)CC3)cc1
→ 22	-4	-2	-1	0	-5	i	-11	-8
CCCC/C(C)=N/NC(=O)NC1CCCCC1
→ -9	-1	0	-1	-7	11	i	6	7
C[C@H]1CN([C@@H](C)CO)S(=O)(=O)c2ccc(Br)cc2O[C@@H]1CN(C)S(=O)(=O)c1ccccc1
→ 3	1	1	-1	4	4	i	1	-14
CC1Nc2ccccc2C(=O)N1NS(=O)(=O)c1ccccc1 (centres undefined)
→ 3	-2	1	-3	-11	6	.	-3	-3
Cc1nonc1NC(=O)N1CCCC1
→ 8	4	0	0	-5	12	i	-18	-1
COc1cccc2sc(N(CCN(C)C)C(=O)c3ccc(S(=O)(=O)N4CCCC4)cc3)nc12
→ 3	-1	-1	-3	8	10	i	-11	9
Cn1c(=O)c2c(nc(N3CCN(Cc4ccccc4)CC3)n2CC(=O)c2ccccc2)n(C)c1=O
→ -10	-2	0	-1	9	-1	i	-2	4
Cn1c(=O)c(=O)n(C)c2cc(S(=O)(=O)N3CCCC3C(=O)Nc3ccc(F)cc3)ccc21 (centres undefined)
→ 19	2	-4	-2	1	9	i	5	-2
Cn1c(CCNC(=O)OC(C)(C)C)n[nH]c1=S
→ -14	5	6	-11	-15	22	i	-7	-4
Cc1[nH][nH]c(=O)c1C=Nc1ccc(C(F)(F)F)cc1
→ -3	-4	1	-1	7	-4	i	6	-4
CCCCc1nnc(NC(=O)c2cccc(S(=O)(=O)N3CCN(C)CC3)c2)s1
→ -12	1	-3	0	-3	-115	i	-8	22
